PLK1 PBD inh = blocks phosphopeptide binding to human PLK1 polo-box domain | Plk1 PBD binding of FITC phosphopeptide, fluorescence polarization | P53350 | Potency, µM, for the others: max response, negative = inhibition, usual class: inhibitors | 360,000 tested, 2.8% active; also: potency is read from the fitted curve at half-maximal effect; series mostly up to about 57 µM; % is scaled to controls: 0 for no effect and ±100 for the full control effect; nearly all actives have a fitted effect of over 65% in size
GLP1R cytotox = cytotoxicity in counter-screen for GLP-1R inverse agonists; AID 624418; HEK293 cAMP-luciferase reporter cells, luminescence, 24 h; Potency, µM (top dose mostly 38.3 µM), for the others: top-dose activity change, negative = inhibition, usual class: inhibitors; 410,000 tested, 0.13% active;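 also: loss of luciferase light is scored as toxicity; potency is read from the fitted curve at half-maximal effect; % is scaled to controls: 0 for no effect and ±100 for the full control effect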
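Seeding density was 200 cells/uL; after overnight-length (12 h) culture, 23 nL compounds went on for 24 h at 37 °C. Readout used a luciferase detection reagent, luminescence taken after 12 min at room temperature.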
WRN inhibitor = WRN helicase (human) inhibition; Q14191; WRN helicase unwinding, fluorescent forked duplex, kinetic; Potency, µM (top dose mostly 114 µM), for inactives: at the highest dose activity change, negative = inhibition, usual class: inhibitors; 360,000 tested, 0.46% active; also: potency is read from the fitted curve at half-maximal effect; % is scaled to controls: 0 for no effect and ±100 for the full control effect; nearly all actives have a fitted effect of over 55% in size
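Primary qHTS, 1536-well format. 20 nM WRN + compound, 15 min RT; start with 100 nM forked fluorophore/quencher duplex, 2 mM ATP (final); kinetic read ex 525/em 598 nm.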
GLP-1R agonist = activates the human GLP-1 receptor; HEK293 GLP-1R CRE-luciferase, luminescence, 4-6 h; cells express a hypersensitive GLP-1R form; Potency, µM (series often up to 45.6 µM), for inactives: at the highest dose activation, hits mostly activators; AID 624172; P43220; 380,000 tested, 0.007% active; also: potency is read from the fitted curve at half-maximal effect; % of control where 0% means no effect
DRD3 agonist = activates the human D3 dopamine receptor | max activation, % | D3R DiscoveRx beta-arrestin cells, luminescence, 90 min | P35462 | 410,000 tested, 0.58% active; in the data active = max activation above about 30%; also: 0% is about no effect; mostly tested at two doses, the higher about 12 µM
Target sequence (P35462 whole entry, looked up): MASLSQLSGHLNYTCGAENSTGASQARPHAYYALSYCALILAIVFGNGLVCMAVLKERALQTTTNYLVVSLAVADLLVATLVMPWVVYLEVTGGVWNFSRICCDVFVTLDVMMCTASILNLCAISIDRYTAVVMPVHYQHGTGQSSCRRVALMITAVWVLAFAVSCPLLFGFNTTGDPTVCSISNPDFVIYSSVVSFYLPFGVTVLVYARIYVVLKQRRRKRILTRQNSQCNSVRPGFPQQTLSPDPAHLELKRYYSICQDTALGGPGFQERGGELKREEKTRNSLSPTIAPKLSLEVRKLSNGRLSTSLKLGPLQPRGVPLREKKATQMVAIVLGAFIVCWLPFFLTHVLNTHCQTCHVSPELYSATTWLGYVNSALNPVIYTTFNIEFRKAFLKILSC
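Cells at 1500/well, incubated overnight, then treated with pinned compounds (dopamine as control) for 90 min at 37 degrees C. DiscoveRx reagent added for 30 - 60 minutes at room temperature; luminescence read.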
PI5P4Ka inh = blocks human PI5P4K alpha kinase activity; PI5P4Kalpha enzyme, ADP-Glo luminescence, 60 min; stronger effect = lower value; max response, %; 330,000 tested, 1.2% active; active = max response of -50% or lower; inconclusive = between -30% and -50%; inactive = -30% or higher; also: value at the top dose of about 77 µM; % is scaled to controls: 0 for no effect and ±100 for the full control effect
Target sequence (P48426 whole entry, looked up): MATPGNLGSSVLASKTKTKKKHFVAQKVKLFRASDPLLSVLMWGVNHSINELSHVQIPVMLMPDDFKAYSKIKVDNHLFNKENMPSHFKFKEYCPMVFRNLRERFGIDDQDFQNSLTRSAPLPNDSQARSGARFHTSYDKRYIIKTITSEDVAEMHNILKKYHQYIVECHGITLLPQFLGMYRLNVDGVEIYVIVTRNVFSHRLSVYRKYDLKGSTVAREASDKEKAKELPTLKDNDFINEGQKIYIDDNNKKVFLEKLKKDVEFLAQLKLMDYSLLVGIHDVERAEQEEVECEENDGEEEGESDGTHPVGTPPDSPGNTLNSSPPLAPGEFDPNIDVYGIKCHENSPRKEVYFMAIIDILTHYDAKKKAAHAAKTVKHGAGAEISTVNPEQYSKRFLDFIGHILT
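Human PI5P4Kalpha with substrate in 0.038 M HEPES pH 7.4, 0.28 mM EGTA, 0.1% CHAPS, 5% DMSO; reaction started with 5 microM ATP (final), 60 min at room temperature. ADP formed read by ADP-Glo luminescence.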
GLP1R inv ag = inverse agonists of human GLP-1 receptor | Potency, µM (top dose mostly 38.3 µM), for inactives: at the highest dose activity change, negative = inhibition, most hits filed as inhibitors | HEK293 GLP-1R CRE-luciferase, luminescence, 24 h; GLP-1R form is constitutively active | 410,000 tested, 1.6% active; also: potency is read from the fitted curve at half-maximal effect; % is scaled to controls: 0 for no effect and ±100 for the full control effect; nearly all actives have a fitted effect of over 55% in size
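Cells are plated, allowed 12 hours at 37 deg C, then treated with compounds for 24 hr before luciferase detection reagent is added and luminescence is read after 12 min at room temperature. The HEK293 line carries constitutively active GLP-1R with a cAMP-responsive reporter.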
D3 antag = D3 dopamine receptor (human) antagonism; D3R cells, DiscoveRx beta-arrestin luminescence, antagonist mode; stronger effect = lower value; 360,000 tested, 2.5% active; P35462; max response, negative = inhibition, %; in the data active = max response below about -50%; inconclusive = no clear call, values can overlap the other calls; also: % is scaled to controls: 0 for no effect and ±100 for the full control effect; mostly tested at two doses, the higher about 12 µM
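Cells plated overnight at 1500 cells/well, then exposed to library compounds with dopamine controls for 90 minutes at 37 degrees C. DiscoveRx reagent added for 30–60 minutes at room temperature; luminescence read, quantitative HTS format.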
IL-2 act = activates IL-2 in a cell-based reporter assay | IL-2 activation reporter assay, cell-based qHTS; stimulated with anti-CD3/CD4/CD28 beads; in transgenic mouse T cells | activation, % (series mostly up to about 46 µM) | 360,000 tested, 0.065% active; in the data active = activation above about 50%; inconclusive = mostly about 30% to 49%; also: 0% is about no effect
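Readout: EGFP and DsRed signals by fluorescent plate cytometry. Unstimulated transgenic mouse T cells received compound 60 min before antibody-bead stimulation, then incubated 18 h at 37 degrees C.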
Active calls of the source: *; ? = inconclusive; / = not tested or not shown; [ ] = dose if it differs, or a comment. Unless noted, calls follow the shape of the dose curve; as a rule, active = well fitted curve in the direction sought with a large enough effect; inconclusive = small, poorly fitted or top-dose-only effect, or another doubt; inactive = no such curve, though single readings can be large; an effect the other way counts as inactive or inconclusive.

Preview, 14 compounds:
SMILES	PLK1 PBD inh	GLP1R cytotox	WRN inhibitor	GLP-1R agonist	DRD3 agonist	PI5P4Ka inh	GLP1R inv ag	D3 antag	IL-2 act
COc1ccc2[nH]c(=O)c(CN(CCCN(C)C)C(=O)Nc3ccc(F)cc3)cc2c1	-3%	-6%	7%	-2%	-6	-3	?	?	-1.0
Cc1cccc(NC(=O)COc2coc(CN3CCN(Cc4ccccc4)CC3)cc2=O)c1	-6%	-2%	-18%	-4%	-7	3	?	11	-0.6
CCCc1[nH]nc2c1C1(C(=O)N(CC)c3ccccc31)C(C#N)=C(N)O2 (configuration not stated)	-7%	2%	-2%	11%	-3	/	0%	18	-0.9
NC(=O)C1CCN(C(=O)C23CC4CC(CC(C4)C2)C3)CC1	-12%	19%	1%	-2%	-3	2	8%	-17	-1.5
CN(C)c1cc(-c2ccc(C#N)cc2)oc(=O)c1Cl	-7%	-5%	5%	10%	6	2	18%	-4	3.2
CCOc1ccccc1NC(=O)COC(=O)C1CC1	-21%	2%	3%	6%	3	5	3%	2	-2.9
COc1ccc(N(Cc2cc3ccccc3[nH]c2=O)S(=O)(=O)c2ccccc2)cc1	-12%	-22%	0%	-2%	-8	2	?	9	-0.1
COc1cccc(/C=N/n2nnnc2N)c1OCc1ccccc1Cl	0%	0%	7%	-8%	5	-2	0%	-17	-0.7
COC(=O)COc1ccc(NS(=O)(=O)c2cccc([N+](=O)[O-])c2)cc1	24µM*	11%	1%	-2%	7	-17	3%	-2	-2.8
COCCNC(=O)C12CC3CC(C1)CC(c1ccccc1)(C3)C2	-24%	0%	7%	11%	-7	3	?	-16	-0.5
CC(C)NC(=O)N(C)C[C@@H]1Oc2ccc(NC(=O)CCN3CCOCC3)cc2CC(=O)N([C@@H](C)CO)C[C@@H]1C	-18%	-21%	-17%	-5%	-10	0	8%	-18	-0.3
N#Cc1ccncc1Sc1ccc(Cl)cc1	-5%	12%	2%	5%	11	-11	-3%	15	7.9
COC(=O)Cn1c(=NC(=O)c2nc3ccccc3s2)sc2cc(S(N)(=O)=O)ccc21	-1%	-1%	-21%	0%	-4	1	19%	-3	-0.5
Cc1nc2scc(-c3ccccc3)c2c(=O)n1N	-3%	9%	4%	0%	5	-5	18%	-15	0.1

All compounds of this part, from the first entry:
SMILES	PLK1 PBD inh	GLP1R cytotox	WRN inhibitor	GLP-1R agonist	DRD3 agonist	PI5P4Ka inh	GLP1R inv ag	D3 antag	IL-2 act
COc1ccc2[nH]c(=O)c(CN(CCCN(C)C)C(=O)Nc3ccc(F)cc3)cc2c1	-3%	-6%	7%	-2%	-6	-3	?	?	-1.0
Cc1cccc(NC(=O)COc2coc(CN3CCN(Cc4ccccc4)CC3)cc2=O)c1	-6%	-2%	-18%	-4%	-7	3	?	11	-0.6
CCCc1[nH]nc2c1C1(C(=O)N(CC)c3ccccc31)C(C#N)=C(N)O2 (configuration not stated)	-7%	2%	-2%	11%	-3	/	0%	18	-0.9
NC(=O)C1CCN(C(=O)C23CC4CC(CC(C4)C2)C3)CC1	-12%	19%	1%	-2%	-3	2	8%	-17	-1.5
CN(C)c1cc(-c2ccc(C#N)cc2)oc(=O)c1Cl	-7%	-5%	5%	10%	6	2	18%	-4	3.2
CCOc1ccccc1NC(=O)COC(=O)C1CC1	-21%	2%	3%	6%	3	5	3%	2	-2.9
COc1ccc(N(Cc2cc3ccccc3[nH]c2=O)S(=O)(=O)c2ccccc2)cc1	-12%	-22%	0%	-2%	-8	2	?	9	-0.1
COc1cccc(/C=N/n2nnnc2N)c1OCc1ccccc1Cl	0%	0%	7%	-8%	5	-2	0%	-17	-0.7
COC(=O)COc1ccc(NS(=O)(=O)c2cccc([N+](=O)[O-])c2)cc1	24µM*	11%	1%	-2%	7	-17	3%	-2	-2.8
COCCNC(=O)C12CC3CC(C1)CC(c1ccccc1)(C3)C2	-24%	0%	7%	11%	-7	3	?	-16	-0.5
CC(C)NC(=O)N(C)C[C@@H]1Oc2ccc(NC(=O)CCN3CCOCC3)cc2CC(=O)N([C@@H](C)CO)C[C@@H]1C	-18%	-21%	-17%	-5%	-10	0	8%	-18	-0.3
N#Cc1ccncc1Sc1ccc(Cl)cc1	-5%	12%	2%	5%	11	-11	-3%	15	7.9
COC(=O)Cn1c(=NC(=O)c2nc3ccccc3s2)sc2cc(S(N)(=O)=O)ccc21	-1%	-1%	-21%	0%	-4	1	19%	-3	-0.5
Cc1nc2scc(-c3ccccc3)c2c(=O)n1N	-3%	9%	4%	0%	5	-5	18%	-15	0.1
CC1CCN(C(=O)COC(=O)c2ccc3ccccc3n2)CC1	-12%	7%	-6%	1%	8	-2	-6%	-11	0.9
O=c1ccc(-c2ccc(S(=O)(=O)Nc3cccc(F)c3)o2)n[nH]1	-9%	-5%	-5%	-5%	-2	-8	19%	-2	-2.7
COc1ccc(C(=O)NC(=S)NCc2cccnc2)cc1Br	-8%	-5%	1%	-6%	1	-1	2%	3	2.3
CN1CCc2ccc(NC(=O)c3ccc(C(F)(F)F)cc3)cc2C1	2%	-10%	-3%	7%	-7	1	?	4	-0.2
CCOCCCn1c(=S)[nH]c2ncccc2c1=O	0%	-4%	7%	-9%	2	-6	27%	-6	-3.7
c1ccc2c(c1)[nH]c1ccncc12	5%	8%	-1%	-2%	0	6	14%	-10	-1.1
Cc1noc(C)c1CSc1nc2ccccc2nc1NS(=O)(=O)c1ccc(Cl)cc1	6µM*	-11%	-24%	2%	0	-12	?	-51*	-0.4
COc1ccc(CCN2CC(C(=O)N(C)C3CCOCC3)CCC2=O)cc1 (configuration not stated)	-9%	0%	-2%	-4%	-9	8	21%	-12	-2.5
Cc1cccc(NC(=O)c2cc(S(=O)(=O)N3CCCCC3)ccc2Cl)n1	-4%	7%	0%	8%	1	6	-19%	7	-0.2
COCCN(C(=S)Nc1ccccc1OC)C1CCN(C(C)C)CC1	-26%	3%	4%	5%	-7	-3	-16%	-2	-3.6
N#CCN1C(=O)C(=O)N(Cc2cccc(C(F)(F)F)c2)C1=O	-12%	6%	0%	2%	-1	-3	-13%	1	0.6

New compounds follow
SMILES	PLK1 PBD inh	GLP1R cytotox	WRN inhibitor	GLP-1R agonist	DRD3 agonist	PI5P4Ka inh	GLP1R inv ag	D3 antag	IL-2 act
COc1ccc(-n2nc(C(=O)NCC(=O)N3CCCC(C)C3)c3ccccc3c2=O)cc1Cl (configuration not stated)	-5%	1%	-9%	20%	6	2	5%	21	-0.2
O=C(CN1C(=O)CSC1=O)Nc1ccccc1F	-8%	4%	3%	-1%	-17	6	1%	0	-0.1
COc1cccc(-n2c(C)nc3c(cnn3-c3ccc(C)cc3)c2=O)c1	-7%	14%	0%	6%	-1	-8	-16%	22	-2.1
CCOC(=O)C1(CC)NC(c2ccc(OC)c(OC)c2)C2C(=O)N(c3cccc(C(C)=O)c3)C(=O)C21 (configuration not stated)	0%	-4%	0%	12%	22	1	6%	9	-0.5
COc1ccc(-c2oc3cccnc3c2/C=C/c2ccc(OC)c(OC)c2)cc1	-6%	49%[activator]	-3%	29%	12	-4	1%	2	-0.2
CC(Oc1ccc(-c2ccccc2)cc1)C(=O)N1CCOCC1 (configuration not stated)	-3%	26%	1%[57.1 µM]	-3%	-1	2	10%	-26	-0.5
O=C(N/N=C/c1ccccc1Cl)c1[nH]c2ccc(Br)cc2c1-c1ccccc1	29%	?	25µM*	16%	-1	6	?	5	?
COc1ccc(OC)c(NC(=O)CN2C(=O)COc3ccc(C)cc32)c1	0%	-1%	-6%	-1%	-6	-2	10%	-5	0.2
COC(=O)C1=C(C)NC(C)=C(C(=O)OC)C1c1ccc2ccccc2n1	1%	-6%	-10%	-3%	2	3	3%	-18	-0.2
O=C(NN1C(=O)c2cc(Br)ccc2NC1c1ccccc1Cl)c1ccncc1 (configuration not stated)	-3%	-11%	2%	-3%	4	2	-25%	-1	-0.1
CCSc1nnc([C@@H](NC(=O)OC(C)(C)C)C(C)C)o1	-15%	5%	11%	8%	5	4	5%	-22	0.1
COc1ccc(CN2C[C@@H](CO)O[C@@H](n3cnc4c(NC5CCC5)ncnc43)C2)cc1	-7%	4%	8%	18%	2	1	25%	21	0.2
CCn1c(O)c(C=Nc2ccccc2)oc1=S	27µM*	0%	-2%	-6%	3	-15	12%	8	0.1
CS(=O)(=O)N1CCC(c2noc(-c3ccc(C(F)(F)F)cc3)n2)CC1	1%	1%	0%	-3%	6	14	-13%	43	0.2
Clc1ccc(CSc2nnc(-c3cccnc3)o2)cc1	-8%	2%	-11%	36%	7	2	1%	?	-1.5
CC(Sc1cccc[n+]1[O-])c1ccccc1 (configuration not stated)	-7%	?	0%	-2%	-4	1	?	26	-0.6
COc1cccc(C(=O)SC2=NCCS2)c1	?	-9%	-4%	0%	-13	/	-12%	-28	-0.8
CCOCCCn1c(=S)[nH]c2cc(C(=O)N3CCC(C(N)=O)CC3)ccc2c1=O	-5%	0%	-2%	-13%	7	/	-11%	6	-1.6
O=C(NC1CCCC1)C(C1CC1)n1c(-c2ccnc3ccccc23)nc2ccccc21 (configuration not stated)	-1%	-12%	2%	/	-1	-12	6%	-1	0.0
CCOC(=O)CCc1c(C)c2ccc(OCC(=O)OC(C)C)cc2oc1=O	-9%	14%	12%	4%	-2	/	6%	-12	-2.7
COC(=O)CSc1nc(NCC(C)C)nc(N2CCOCC2)n1	-14%	8%	-5%	1%	-11	/	-7%	-17	-0.7
CCc1cc2c(cc(C(=O)O)n2C)s1	-8%	16%	6%	0%	-10	-8	27%	28	0.6
O=C(NC1CCCc2c1cnn2-c1ccc(F)cc1F)c1ccccn1 (configuration not stated)	-7%	-3%	2%	9%	18	-6	-27%	3	-2.8

Another view of some results above:
Sequence of screens: PLK1 PBD inh | GLP1R cytotox | WRN inhibitor | GLP-1R agonist | DRD3 agonist | PI5P4Ka inh | GLP1R inv ag | D3 antag | IL-2 act
> N#Cc1ccncc1Sc1ccc(Cl)cc1
  -5% | 12% | 2% | 5% | 11 | -11 | -3% | 15 | 7.9
> Cc1cccc(NC(=O)COc2coc(CN3CCN(Cc4ccccc4)CC3)cc2=O)c1
  -6% | -2% | -18% | -4% | -7 | 3 | ? | 11 | -0.6

Compounds were not picked by outcome; any-hit rate near 7.8%.
